Lipid droplet: hepatic lipid droplet formation modulation. inhibition, % at 6.5 µM. 0.4% of 240,000 active. AML12 mouse hepatocytes, oleate lipid droplets, BODIPY imaging;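 active = lipid droplet intensity inhibited by at least 50%, with more than 500 cells counted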
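Test system: AML12 hepatocytes (mouse); reagent: oleate loading, 100 µM; dosing: one dose, 6.5 µM compound; incubation: overnight exposure; signal: fluorescence imaging, 20x objective, two fields per well; read-out basis: % inhibition of corrected integrated BODIPY droplet signal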
bCat nuc transl: alters nuclear translocation of beta-catenin in HeLa cells; immunofluorescence imaging; nuclear translocation activity, % at 5 µM; 0.3% of 190,000 active; AID 1665;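 active = nuclear translocation activity above 50% at 5 µM, with a well cell count of 50 or more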;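 also: per-cell ratio of nuclear to cytoplasmic median beta-catenin stain intensity; plate controls were DMSO negative control for no effect and GSK-3 inhibitor IX positive control for full effect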
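assay system = human HeLa cells, endogenous beta-catenin | times = compound treatment 24 h, 37°C, 5% CO2 | detection = Anti-beta-catenin immunofluorescence on PFA-fixed, Triton-permeabilized cells, DAPI nuclei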
Salmonella PhoP GFP: inhibitors of PhoP regulon expression, primary screen, Salmonella Typhimurium, GFP reporter (AID 1863). S. Typhimurium PhoP-regulated promoter GFP reporter, 4 h; higher % means a stronger effect. inhibition, % at 50 µM; hits with a dose series show IC50 in µM. 0.16% of 300,000 active;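 active = inhibition over 29.93%, a cutoff 3 SD above the screen mean, later confirmed by dose response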;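 also: 0% = low Mg2+ inducing control and 100% = high Mg2+ repressing control; strong numbers were not always called active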
Dynein transport: dynein cargo transport inhibition | AID 1381 | 0.47% of 220,000 active | 3617.4 mouse cells, GR-EGFP nuclear translocation imaging; test concentration mostly 20 µM; stimulated with dexamethasone, 1 µM; hits give low values | z-score, hits read low;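 active = plate z-score of nuclear minus cytoplasmic receptor signal below a set negative limit, without overly bright fluorescence or cell loss, cut at about -3.5 in these data, passing the limit was not always enough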;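 also: z-score of nuclear minus cytoplasmic ring GR-EGFP intensity difference per well; some compounds called inactive have numbers as strong as hits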
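medium = tetracycline-free induction medium containing charcoal-stripped FBS | also added = 1.0 µM final dexamethasone stimulus | schedule = 48 h induction, 1 h compound, 30 min dex at 37 °C | technique = fixed, Hoechst-stained cells imaged at 10x for EGFP | measure = GR-EGFP nuclear translocation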
CSM14.1 death rescue: protection against thapsigargin-triggered cell killing – 384-well, CSM14.1, ATP luminescence, primary screen (AID 1222); CSM14.1 thapsigargin-induced death rescue, ATP luminescence; higher % means a stronger effect; cellular ATP content (survival), % at 20 µM; hits with a dose series show EC50 in µM; 190,000 tested, under 10 active;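 active = EC50 below 50 µM in the dose-response confirmation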;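 also: death triggered by thapsigargin at about 15 µM added after 2 h compound pretreatment; cell ATP read after overnight thapsigargin exposure of roughly 18 to 22 hours; normalized against plate controls of thapsigargin alone and 5% DMSO vehicle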
MT stabilize HCS: microtubule stabilization, imaging screen; % tubulin-high responders, % at 10 µM; HeLa tubulin immunostaining HCS, 24 h; share of cells brighter than vehicle mean+2SD; 0.83% of 200,000 active; AID 2205;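 active = plate Z-score above 3 for both tubulin-high and condensed-nucleus cell shares, with cell loss under 80%, at 10 µM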;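 also: anti alpha tubulin signal scored within the nucleus-defined area of each cell; some results filed as inactive read as strong as hits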
Autophagy mod: alters autophagy in cells. AID 463193. MEF GFP-LC3 puncta imaging; test concentration mostly 10 µM. calls only at 10 µM (by protocol). 0.98% of 190,000 active;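 active = percentage of spot-positive cells more than 3 SD above its plate mean, without a fluorescence outlier flag or 80% toxicity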;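 also: spot-positive cell cutoff set from DMSO-treated cells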
T cell modulator: T cell immune modulation candidate; 2C CD8+ T cell-vesicle binding, flow cytometry; hits give low values; calls only at 7 µM; 0.068% of 330,000 active;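 active = response, share of CD8 T cells binding vesicles, and their 90th percentile fluorescence all below set limits, cut at about 80% in these data, passing the limit was not always enough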
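Material: 2C TCR transgenic mouse naive CD8+ T cells, MACS-purified. Also added: QL9-charged Drosophila Ld/ICAM-1/B7-1 vesicles. Timing: binding 1.5 h at 37 °C. Measured by: high-throughput flow cytometry with anti-B7-1 and anti-CD8 staining. Read-out: percent CD8+ FL2 mean versus row control. Controls: Unloaded micro-vesicles (low), QL9 vesicles with 0.7% DMSO (high).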
Insulin prom up: MIN6 insulin promoter up-regulation; MIN6 insulin promoter-GFP reporter, high-content imaging; hits give high values; z-score at 5 µM; 0.3% of 190,000 active; AID 1625;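 active = z-score above 3 at 5 µM with at least 500 cells counted in the well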
Dynein transport cytoplasmic EGFP: second read-out of Dynein transport, no call of its own (marks repeat the call); z-score; measured here: cytoplasmic GR-EGFP intensity; hits give high values
Dynein transport nuclear GR-EGFP: further read-out of Dynein transport, marked with its call; z-score; measured here: nuclear GR-EGFP intensity;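 lower value marks the stronger effect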
Dynein transport cell count: further read-out of Dynein transport, marked with its call; z-score; measured here: cell count per field
Insulin prom up cell count: also measured in Insulin prom up; calls as there; cell count; measured here: cytotoxicity, nuclei count;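 total cells summed across four imaged fields per well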
Lipid droplet cells 6.5 µM: also measured in Lipid droplet; calls as there; cell count; measured here: cell count, cytotoxicity flag;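 cells counted across two imaged fields per well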
bCat nuc transl cell count 5 µM: recorded beside bCat nuc transl, whose call it bears; cell count; measured here: cell count, cytotoxicity flag
T cell modulator vesicle-bound %: recorded beside T cell modulator, whose call it bears; double positive events, %; measured here: CD8+ vesicle-bound cell fraction;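 binding gate set so that unloaded-vesicle control wells show 10% double positive cells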
MT stabilize HCS Hoechst-high %: also measured in MT stabilize HCS; calls as there; % Hoechst-high responders; measured here: nuclear condensation Hoechst responders;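 share of cells brighter than vehicle mean plus two SD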
MT stabilize HCS cytotoxicity %: second read-out of MT stabilize HCS, no call of its own (marks repeat the call); toxicity, %; measured here: cytotoxicity by cell density;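 0% = mean cell density of plate MIN control wells and 100% = no cells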
Autophagy mod cell loss 18 h: also measured in Autophagy mod; calls as there; toxicity, %; measured here: cell loss, nuclei count;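 cell loss after 18 h compound exposure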
The depositor's hits bear a star; i = inactive; . = not tested or not shown. Not all compounds are listed; rates above refer to the full screens.

SMILES	Lipid droplet	Lipid droplet cells 6.5 µM	bCat nuc transl	bCat nuc transl cell count 5 µM	Salmonella PhoP GFP	Dynein transport	Dynein transport cytoplasmic EGFP	Dynein transport nuclear GR-EGFP	Dynein transport cell count	CSM14.1 death rescue	MT stabilize HCS	MT stabilize HCS Hoechst-high %	MT stabilize HCS cytotoxicity %	Autophagy mod	Autophagy mod cell loss 18 h	T cell modulator	T cell modulator vesicle-bound %	Insulin prom up	Insulin prom up cell count
CN1CCC2(CC1)N=C(c1ccc(F)cc1)C(=S)N2	-3.8	699	0.1	1084	4.4%	1.29	-0.351	0.981	-0.227	2.6%	1.1	1.5	4.7	i	2.4	i	54.4	-0.23	1178
Cc1ccc(-n2c(O)c(C=NCc3cccnc3)c(=O)[nH]c2=O)cc1C	.	.	-0.7	860	-9.2%	-0.395	-0.303	-0.0127	0.452	0.0%	5.0	3.7	7.3	i	11.3	i	43.0	.	.
C/C(=N\N1CCCCCC1)c1c(O)n(-c2ccc(Cl)cc2)c(=O)[nH]c1=O	6.5	623	1.0	1274	-1.8%	-0.115	-0.705	-0.347	0.0921	.	.	.	.	.	.	i	22.5	.	.
Cc1ccc(/C=C2/C(=O)NC(=O)N(CCc3ccc(F)cc3)C2=O)s1	11.1	640	-1.1	1033	-19.7%	-0.297	0.0269	-0.117	1.15	4.6%	3.2	1.5	2.8	i	8.9	i	39.4	0.19	1305
CC(=C1C(=O)c2ccccc2C1=O)N1CCN(CCN=Cc2c(O)n(C)c(=O)n(C)c2=O)CC1	-5.4	689	-0.9	993	-23.1%	-0.618	0.693	-0.261	1.46	.	3.9	1.8	2.0	i	1.4	i	52.1	0.86	997
COc1ccc(OC)c(-n2c(O)c(C=Nc3c(C)n(C)n(-c4ccccc4)c3=O)c(=O)[nH]c2=O)c1	0.1	734	-1.0	537	7.9%	0.98	-0.223	1.18	-0.774	-4.0%	2.6	2.3	8.7	i	-3.4	i	40.0	-0.31	1252
Cc1cc([N+](=O)[O-])c2ccccc2[n+]1[O-]	-39.9	487	22.5	57	-4.3%	-4.55*	0.743*	-1.97*	0.605*	.	.	.	.	.	.	i	15.0	-6.12	520
CC(C)(C)NS(=O)(=O)c1ccc(OCC(=O)N2CCN(Cc3ccccc3)CC2)cc1	-9.5	711	1.4	1037	5.6%	-0.845	-0.246	-0.503	0.791	-0.2%	2.0	2.6	9.1	i	-1.5	i	32.6	-0.8	1318
O=Cc1cn(Cc2ccccc2[N+](=O)[O-])c2ccccc12	15.3	663	.	.	44.8%	3.01	-0.198	1.18	-1.71	-3.0%	2.1	2.7	1.2	i	9.0	i	47.9	0.89	1097
CCCCCCn1c(=O)c(C(=O)Nc2nnc(C)s2)c(O)c2ccccc21	-0.9	736	0.7	1545	10.2%	0.129	-0.0535	0.166	-1.57	0.3%	1.6	2.5	8.0	i	15.7	i	35.8	0.01	1109
CN(C)c1ccc(/C=C/C=C2/C(=O)NC(=O)N(c3ccccc3)C2=O)cc1	-9.1	688	13.4	570	-2.7%	-0.267	5.72	0.609	-0.431	20.0%	6.2	4.2	3.5	i	9.6	.	.	.	.
O=P(O)(O)Cc1c(Cl)cccc1Cl	1.0	715	-3.0	588	6.4%	1.49	-0.149	1.87	-1.64	-4.7%	1.4	3.1	10.8	i	-2.9	i	50.7	0.3	1347
CCCCCCn1c(O)c(C(C)=NC)c(=O)[nH]c1=O	0.1	719	.	.	12.5%	1.43	-0.145	0.727	0.188	-2.8%	1.6	1.5	2.7	i	0.2	i	22.2	-0.03	1365
O[C@H]1C2CCC1C(N1CCCCC1)CC2 (some centres not stated)	-12.5	686	-7.0	1201	1.1%	-0.69	-0.358	-0.615	0.953	-2.4%	5.8	3.3	4.6	i	-16.1	i	27.0	-0.2	1273
COCc1cc(OC(=O)N(C)C)nc(-c2ccc(C)c(Cl)c2)n1	-6.0	671	-0.6	1356	4.6%	1.52	-0.193	0.681	-0.751	.	.	.	.	.	.	i	35.9	0.15	1136
N#CCCn1cc(C(=O)Nc2ccccc2Br)c(-c2ccc3c(c2)OCCO3)n1	4.6	684	-2.0	1138	3.5%	-0.464	-0.206	-0.434	0.066	2.0%	1.6	1.7	1.2	i	5.0	i	33.3	-0.58	1404
CCCCC(=O)N/N=C/c1c(O)n(CCCC)c(=S)[nH]c1=O	15.5	665	0.4	950	-0.4%	1.86	-0.189	0.83	-0.293	.	.	.	.	.	.	i	28.5	0.36	1343
Cc1ccc(/C=C2\C(=O)NC(=O)N(Cc3ccccc3Cl)C2=O)o1	4.0	673	-3.1	1100	-8.7%	-2.17	0.651	-0.938	1.21	-1.8%	1.7	1.8	18.4	i	-2.4	i	58.7	0.16	1601
CCOP(=O)(OCC)c1cc(C)c(O)c(C(C)(C)C)c1	-23.3	718	0.8	1293	-7.9%	0.581	-0.207	0.182	-0.786	.	.	.	.	.	.	i	35.0	-0.03	1167
CNC(=S)NC1CC2CCCC(C1)N2CC(C)C (configuration not stated)	.	.	.	.	-10.6%	0.541	-0.203	-0.308	-0.464	2.8%	1.4	2.3	11.7	i	28.0	i	20.3	.	.
CCOc1ccc([N+](=O)[O-])cc1CNCCc1ccccc1	-17.0	701	-3.6	1000	-4.1%	-1.03	-0.161	-0.157	0.272	-2.2%	2.5	1.6	0.1	i	4.4	i	5.9	-1.87	1620
Cc1cccc(OCC(=O)N2CCN(Cc3cccnc3)CC2)c1	21.4	718	1.4	1522	-3.3%	-0.353	-0.245	-0.413	0.598	0.9%	2.7	1.1	7.6	i	-2.9	i	41.2	-0.09	1564
CCc1cc2c(s1)N(CC(=O)OC)C(=O)CN=C2c1ccccc1OC	-39.8	681	-0.9	1424	6.1%	-0.561	-0.381	-0.784	1.69	0.1%	1.2	1.3	3.9	i	-4.4	i	42.3	0.13	1426
Clc1ccc(Cn2ccnc2)cn1	11.1	732	1.9	942	-8.1%	1.07	0.254	0.81	-1.91	-1.0%	1.5	1.1	2.1	i	-5.8	i	49.5	-1.66	1458
C=CCn1c(O)c(C(CC)=Nc2ccc(NC(C)=O)cc2)c(=O)[nH]c1=O	-11.8	634	-0.8	1298	-5.7%	-0.12	-0.232	-0.169	0.147	.	.	.	.	.	.	i	51.5	-0.4	1398
O=C(NCCO)c1nsnc1NCCCl	19.1	528	-0.4	1439	-4.7%	0.481	-0.145	0.276	-0.207	-0.9%	1.5	1.5	6.6	i	-35.0	i	49.5	0.39	1347
Cn1cc(NC(=O)CCl)cn1	-1.9	722	0.8	1017	3.6%	-0.636	-0.0961	-0.326	-0.397	.	2.8	2.8	5.9	i	-4.6	i	56.3	1.04	947
Cc1ccc(C(=O)c2cc(Br)ccc2N)cc1	22.7	722	-1.8	1128	4.2%	-0.533	-0.276	-0.3	0.28	.	0.9	1.7	0.7	i	18.0	i	22.8	-0.86	1281
Cc1nn(Cc2ccccc2)c(C)c1C=C1C(=O)NC(=S)NC1=O	-25.4	655	-1.9	988	-6.8%	-4.68*	0.664*	-2.47*	1.24*	1.6%	4.6	2.5	4.3	i	-3.8	i	47.4	0.02	1335
CC(N)Cc1c[nH]c2ccc(Cl)cc12 (configuration not stated)	.	.	.	.	.	-0.258	0.0359	0.76	0.227	.	2.8	1.0	5.7	i	-15.0	i	37.6	.	.
COc1ccc(C2C([N+](=O)[O-])=C(N)Oc3c2c(=O)oc2ccccc32)cc1 (configuration not stated)	21.6	641	-2.0	1153	1.9%	-0.771	0.0524	-0.113	1.06	-0.2%	2.2	2.2	1.5	i	2.4	i	61.2	0.34	1550
CCC(=NCc1cc(OC)cc(OC)c1)c1c(O)[nH]c(=O)[nH]c1=O	4.4	710	-0.1	1384	-2.1%	-0.415	-0.229	0.138	0.91	.	.	.	.	.	.	i	25.4	.	.
O=c1cccc2n1CC1CC2CN(Cc2c(Cl)cccc2Cl)C1 (configuration not stated)	.	.	-1.1	1129	-0.1%	-0.389	-0.214	0.0289	0.383	-0.1%	4.0	2.4	4.5	i	1.3	i	59.3	.	.
N#C/C(=C(/O)c1ccc(S(=O)(=O)N(CCCl)CCCl)cc1)c1nc2ccccc2[nH]1	-15.6	661	0.6	1275	0.6%	-2.05	4.03	0.278	-6.1	.	.	.	.	.	.	i	44.7	-0.78	1054
CC1=NN(c2ccccc2)C(=O)/C1=C/c1c(O)[nH]c(=S)[nH]c1=O	.	.	-1.6	1418	-5.0%	1.69	-0.23	0.537	-1.21	-1.0%	5.0	1.7	10.4	i	-23.1	i	19.6	1.04	1542
CCCn1cc(CN2CCCC(C(=O)c3cccc(OC)c3)C2)c(C)n1 (configuration not stated)	-2.6	658	-0.6	937	22.2%	2.34	0.0758	1.85	-2.17	-0.3%	2.1	2.3	3.9	i	30.1	i	41.8	.	.

Compound activity (PubChem)
